# LGR2 inh: inhibitors of bursicon-induced LGR2 CRE-luciferase signal, primary screen, cell-based, HEK293, CRE-luciferase reporter, bursicon stimulation | Drosophila bursicon receptor LGR2 (rickets) | bursicon-stimulated, 4 h | inhibition, % at 9.99 µM | actives 0.35% (n = 380,000);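 active = drop in luminescence signal, shown as inhibition above about 50% in the replicate tests, limit read from the data, passing the limit was not always enough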;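 note: agonist challenge used bursicon conditioned medium at about half maximal strength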
# ERAP1 HTS inh: human ERAP1 aminopeptidase inhibitors, primary screen, biochemical, single point, plate reader; Endoplasmic reticulum aminopeptidase 1 (Homo sapiens), Q9NZ08; recombinant ERAP1, Leu-AMC fluorescence, 60 min; inhibition, % at 10.7 µM; actives 0.15% (n = 340,000); AID 652197, 2013;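 active = mean replicate inhibition of at least 30%, or all replicates individually reaching that 30% level; inactive = mean below 30% and not every replicate reaching it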;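 note: 0% = neutral control wells and 100% = L-leucinethiol positive control wells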
# C2C12 statin: suppressors of statin myotoxicity in C2C12 myotubes, primary screen, cell-based, single point, plate reader. rescue of ATP level, % at 7.49 µM. actives 0.78% (n = 330,000). C2C12 myotubes + simvastatin, ATP luminescence, 48 h; scaled: DMSO 0, geranylgeraniol control 100;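 active = mean ATP rescue above about 67%, or every replicate alone reaching that limit, limit read from the data, passing the limit was not always enough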;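 note: myotubes were challenged with 10 µM simvastatin during compound exposure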
# S100A4 MyoIIA: inhibitors of S100A4-myosin IIA peptide binding, primary screen, biochemical, fluorescence polarization, TAMRA-MyoIIA peptide; inhibition, % at 10.7 µM; actives 0.14% (n = 360,000); Protein S100-A4 (Homo sapiens), P26447; AID 652163, 2013;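 active = mean inhibition of at least 70% across replicates, with every replicate also reaching that level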
# Target sequence (P26447 whole entry, looked up): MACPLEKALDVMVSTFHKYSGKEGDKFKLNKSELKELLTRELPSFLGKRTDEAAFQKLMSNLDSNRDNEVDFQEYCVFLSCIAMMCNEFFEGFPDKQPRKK
#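 Material: S100A4 monomer protein | Medium: HEPES pH 7.2 with CaCl2, KCl, NaCl, DTT, Triton | Reagent: Labelled myosin peptide probe, 5 nM | Doses: One dose per compound | Times: 5 min incubation before reading | Benchmarks: Neutral control DMSO, positive control TFP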
# SIRT5 block: SIRT5 desuccinylase inhibitors, primary screen, biochemical, fluorescence imaging, single point, set 5; inhibition, % at 15 µM; actives 1.1% (n = 330,000); Purified SirT5, succinyl-peptide AMC, trypsin-coupled fluorescence; AID 652115, 2013; NAD-dependent protein deacylase sirtuin-5, mitochondrial (Homo sapiens), Q9NXA8; in the data active = inhibition above about 15%
# Target sequence (Q9NXA8 whole entry, looked up): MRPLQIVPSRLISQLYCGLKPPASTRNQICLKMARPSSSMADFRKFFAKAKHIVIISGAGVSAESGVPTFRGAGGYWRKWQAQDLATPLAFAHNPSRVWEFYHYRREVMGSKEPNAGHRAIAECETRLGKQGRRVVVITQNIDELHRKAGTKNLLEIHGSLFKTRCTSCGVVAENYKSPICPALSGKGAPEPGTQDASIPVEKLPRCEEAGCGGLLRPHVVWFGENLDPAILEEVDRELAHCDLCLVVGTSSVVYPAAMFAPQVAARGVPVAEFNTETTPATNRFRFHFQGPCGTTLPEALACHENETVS
# Cneo AK release: Cryptococcus neoformans cell lysis inducers, primary screen, AK release luminescence, single concentration; actives 0.2% (n = 360,000); lysis activity, % at 15 µM; C. neoformans lysis, adenylate kinase release luminescence, 4 h; normalised: neutral wells 0, clomiphene wells 100;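 active = mean lysis activity across replicates of at least 80%, whatever share of replicates individually reach that level; inactive = mean lysis activity below 80%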
#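 Test system: log-phase Cryptococcus neoformans yeast cells; Quantity: yeast cell density of 5 × 10^6 cells/mL; Buffer or medium: YPD; Doses: single compound concentration per well; Timing: 4 h at 37 °C static, read 1 h later; Measured by: AK luminescence; Read-out basis: lysis from increased AK signal; Control set: Clomiphene as positive control.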
# XiGFP reactiv: activators of inactive X chromosome reactivation, primary screen, imaging, XiGFP fibroblasts, GFP high-content imaging, set 2 | AID 743238, 2013 | activation, % at 7.58 µM | XiGFP mouse fibroblasts, % GFP-positive cells imaging, 3 d; cells co-treated with 5-aza-dC sensitizer; scaled so ellipticine positive control = 100% | actives 0.055% (n = 360,000);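 active = mean normalized replicate activation at least 10% and every replicate at or above 10%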;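 note: 0% = median of on-plate neutral control wells and 100% = ellipticine 6 µM median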
#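 System: 68-5-11 XiGFP fibroblast line | Buffer or medium: DMEM containing 5-aza-dC | Compound: Single point | Times: Compounds 3 days, fix/stain 15 min at room temperature | Benchmarks: Positive control ellipticine, 6 µM final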
# PGC1a acetyl inh: inhibitors of PGC1a acetylation signal, primary screen, cell-based, U2OS, AlphaScreen, inhibitor mode; AlphaScreen anti-acetyl-lysine; with virally co-expressed GCN5 acetyltransferase; inhibition, % at 15.6 µM; actives 0.17% (n = 350,000); AID 651687, 2012;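 active = every replicate shows inhibition of at least 40%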;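 note: 0% = neutral control wells and 100% = positive control wells; some results beyond the cut were filed as inactive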
# * = called active by the depositor; x = not tested or not shown. Some of the compounds tested; the hit share may differ from the screen's.
SMILES,LGR2 inh,ERAP1 HTS inh,C2C12 statin,S100A4 MyoIIA,SIRT5 block,Cneo AK release,XiGFP reactiv,PGC1a acetyl inh
Cc1noc(C)c1S(=O)(=O)N(C)C[C@H]1OCCCC[C@@H](C)Oc2ccc(NS(=O)(=O)c3cccs3)cc2C(=O)N([C@H](C)CO)C[C@@H]1C,-32,0,x,-4,-4,-2,0.0,5
C[C@@H]1CN([C@H](C)CO)C(=O)Cc2cc(NS(=O)(=O)c3cn(C)cn3)ccc2O[C@H]1CN(C)Cc1ccc(C(=O)O)cc1,3,0,-32,-23,-2,-1,0.1,9
Cn1c(Br)nc2c1c(=O)n(Cc1ccccc1)c(=O)n2C,-3,2,-2,-4,-2,3,0.1,2
Cc1cccc(N2CC(C(=O)Nc3nnc(SCC(=O)NCC4CCCO4)s3)CC2=O)c1 (configuration not stated),1,0,0,1,-1,-2,-0.1,-14
COc1cccc(C(=O)Nc2ccc3c(c2)OC[C@@H](C)N(C)C[C@@H](C)[C@H](OC)CN(C)C3=O)c1,-16,1,9,5,0,-3,0.3,-1
CN1C(=O)c2cc(NC(=O)Nc3ccccc3)ccc2OC[C@@H]2O[C@@H](CC(=O)O)CC[C@@H]21,-4,x,-16,x,8,1,0.3,x
CC1CN(S(=O)(=O)c2cc(C(=O)NCCC3=CCCCC3)ccc2Cl)CC(C)O1 (configuration not stated),-25,3,x,11,4,x,0.0,x
C[C@H](CO)N1C[C@H](C)[C@@H](CN(C)CC2CC2)Oc2cc(C#CC(C)(C)O)ccc2S1(=O)=O,3,0,x,-12,-2,-2,0.3,4
Cc1c(Cl)c([N+](=O)[O-])nn1CCCC(=O)Nc1cccc(O)c1,-6,1,x,4,x,x,0.0,-8
C[C@H](CO)N1C[C@H](C)[C@H](CN(C)S(=O)(=O)c2ccccc2)OCCCC[C@H](C)Oc2ccc(NC(=O)NC3CCCCC3)cc2C1=O,19,-1,x,-20,5,0,0.2,-1
CCSc1ccc2nnc(-c3cccc(F)c3)n2n1,-9,x,8,x,x,-2,x,27
COc1ccc(N(C(C)C(=O)Nc2ccc(S(=O)(=O)N3CCOCC3)cc2)S(C)(=O)=O)cc1 (configuration not stated),12,0,-2,26,-1,2,0.0,-5
CO[C@H]1CN(C)C(=O)c2cc(NC(C)=O)ccc2OC[C@H](C)N(Cc2cccc(F)c2)C[C@@H]1C,-18,1,-2,-5,-2,87*,0.4,3
O=C(Nc1ccccc1Cl)C1C(c2ccccc2)C1(Cl)Cl (configuration not stated),10,0,-7,4,-2,1,0.0,-7
FC(F)Sc1ccc(NC(=S)N2CCN(c3ccccn3)CC2)cc1,16,-1,4,-2,-2,2,0.1,-1
Cc1noc(C)c1S(=O)(=O)Nc1ccc2c(c1)C(=O)N([C@@H](C)CO)C[C@H](C)[C@@H](CN(C)S(=O)(=O)c1ccc(F)cc1)OCCCC[C@@H](C)O2,4,-1,x,-15,10,x,0.1,2
CC(C)c1nnc(NC(=O)C2CCCN2C(=O)Nc2ccccc2[N+](=O)[O-])s1 (configuration not stated),-5,2,4,1,-4,-2,-0.3,-14
O=C(CSc1ncnc2c1oc1ccccc12)Nc1ccccc1F,5,7,-13,-12,2,1,0.0,-13
C[C@@H]1CN([C@@H](C)CO)C(=O)c2cccc(NC(=O)Nc3ccc(F)cc3)c2O[C@H]1CN(C)S(C)(=O)=O,-1,2,18,-3,-5,6,-1.0,4
Cc1noc(C)c1S(=O)(=O)Nc1ccc2c(c1)C(=O)N([C@@H](C)CO)C[C@@H](C)[C@@H](CN(C)C)OCCCC[C@@H](C)O2,14,-3,x,1,-3,0,0.1,1
COc1cc(NC(=O)CNc2ccc(Cl)c(S(=O)(=O)N3CCOCC3)c2)cc(OC)c1,-14,1,-1,1,3,-1,-0.1,11
O=C(C[C@@H]1C[C@@H]2c3cc(NC(=O)C4CCOCC4)ccc3O[C@@H]2[C@H](CO)O1)NCc1ccc(Cl)cc1,-2,0,0,-7,-3,17,0.6,12
C/C(=N\NC(=O)C1CC1)c1ccccc1Br,4,-2,8,1,-4,1,-0.1,-13
CCCn1c2ccccc2c2cnn(CC(=O)N3CCOCC3)c(=O)c21,4,-3,8,-4,-6,2,0.1,-1
O=[N+]([O-])c1ccc(Cl)c(CN2CCN(c3ncccn3)CC2)c1,-8,0,1,-3,-3,2,0.1,x
CCOc1cc(C(=O)N=c2sccn2C)cc(Br)c1OC,1,3,-11,-3,-1,0,0.0,-1
CCC(=O)N1CCN(c2ccc(NC(=O)c3ccccc3)cc2)CC1,-8,6,x,3,-20,x,0.0,x
O=C(Nc1ccc(S(=O)(=O)N2CCCC2)cc1)c1c(F)cccc1F,10,3,3,-3,-1,-1,0.0,x
CCC(=O)N1C[C@@H](O)COC[C@@H]2O[C@H](CC(=O)NCC3CCCCC3)CC[C@H]21,6,2,4,26,-1,-3,0.0,0
COc1ccccc1NC(=O)N1CC(=O)N2[C@H](CO)[C@H](c3ccc(-c4ccc(F)cc4)cc3)[C@@H]2C1,2,1,x,110*,3,x,0.0,-3
O=C(Cn1nc(Cc2cccnc2)c2ccccc2c1=O)NCc1ccc2c(c1)OCO2,12,1,-4,0,0,-1,0.3,-4
COc1cccc(NC(=O)CNC(=O)c2ccc(C)cc2)c1,9,1,6,4,-2,0,0.4,x
CSc1nc2nc(Cl)c(Cl)nc2[nH]1,-4,-40,0,3,x,1,0.3,-9
C[C@H](CO)N1C[C@H](C)[C@H](CN(C)S(=O)(=O)c2cccc(F)c2)Oc2ncc(C#CC3CC3)cc2C1=O,20,0,18,12,3,-14,-0.9,-17
CS(=O)(=O)Nc1ccc2c(c1)[C@H]1C[C@H](CC(=O)NC3CCCC3)O[C@H](CO)[C@H]1O2,-2,0,1,2,-3,-25,0.0,0
C=CCN(c1ccc(OC)cc1)S(=O)(=O)c1ccc(Cl)c(C(=O)OCC(=O)NC2CC2)c1,-32,-1,x,-1,0,x,0.0,5
COc1ccc2c3c(n(C)c2c1)[C@H](CO)N(C(=O)NC(C)C)CC31CN(CC2CCOCC2)C1,1,0,x,-2,-3,x,0.7,-1
COc1ccc(OC)c(/C=C2/Sc3ccccc3C2=O)c1,-21,7,x,-1,-1,x,0.0,6
CO[C@H](C(=O)N(C)C[C@@H]1OCc2ccccc2-c2c(n(C)c3ccccc23)C(=O)N([C@H](C)CO)C[C@H]1C)c1ccccc1,9,x,-3,x,x,x,1.6,1
O=C(N[C@H]1CC[C@H](CCn2cc(-c3ccccn3)nn2)O[C@@H]1CO)c1cccnc1,-7,-5,-4,17,2,3,0.1,-13
CCCC(=O)N/C(N)=N/c1nc2ccccc2o1,-33,x,x,-3,1,x,0.0,x
COCCN1CCN(Cc2cn[nH]c2-c2cc3ccccc3o2)CC1,-24,-4,3,-32,-2,2,0.5,4
COc1ccc(CCn2c(N)c(S(=O)(=O)c3cccs3)c3nc4ccccc4nc32)cc1OC,-10,-3,-18,1,3,-1,x,2
COCCCN(C(C)=O)c1nc(-c2ccccc2)cs1,-40,2,-1,-1,-12,-4,x,-8
Cc1ccccc1Nc1c(-c2ccccc2)nc2ncccn12,4,-1,x,1,0,x,-0.1,-1
CCOc1ncccc1C(=O)NCCCSc1ccccc1,-3,-1,2,-2,-3,1,-0.1,-3
COc1ccc(Cn2c(-c3ccco3)nc3c(c(=O)c4ccccc4n3C)c2=O)cc1,-58,x,x,-1,1,x,0.1,x
CN1C(=O)c2cc(NC(=O)C3CCCC3)ccc2OC[C@@H]2O[C@@H](CC(=O)O)CC[C@H]21,-9,-2,23,-32,-4,-4,0.2,1
C[C@H](CO)N1C[C@H](C)[C@@H](CN(C)Cc2ccc3c(c2)OCO3)OCCCC[C@H](C)Oc2ccc(NC(=O)c3ccccc3)cc2C1=O,-20,1,x,-1,-3,2,0.2,-1
Cc1cccc(CNC(=O)c2sc(=O)n(Cc3ccc(S(C)(=O)=O)cc3)c2C)c1,5,x,0,1,x,-1,0.1,x
CCOC(=O)c1ccc(NC(=O)C(=O)NCc2ccc(/C=C(/C#N)C(=O)NCCOC)o2)cc1,x,1,x,18,-2,x,0.0,1
O=c1[nH]c2cccnc2n1Cc1ccco1,-23,5,-32,-2,-1,0,x,-12
Cc1ccc(S(=O)(=O)O/N=C2/CCCc3occc32)cc1,0,x,4,x,x,1,x,1
Cn1cnc(CCNC(=O)C[C@@H]2CC[C@H]3[C@@H](COC[C@H](O)CN3C(=O)Nc3ccc(Cl)cc3)O2)c1,-7,-2,-8,-4,2,-3,0.1,10
CCC(C)N(C(=O)COC(=O)c1ccccc1SCC(=O)N1CCCC1)C1CCS(=O)(=O)C1 (configuration not stated),-11,-1,-3,3,-4,0,0.1,6
Cc1ccc(C(=O)N/C(=C\c2ccco2)C(=O)NC2CCS(=O)(=O)C2)cc1 (configuration not stated),0,2,5,2,-1,0,0.0,x
C[C@H]1CN([C@@H](C)CO)C(=O)Cc2cc(NC(=O)CCN3CCOCC3)ccc2O[C@H]1CN(C)S(=O)(=O)c1cccs1,-2,-3,-44,-5,-3,3,0.0,-5
CC(Sc1n[nH]c(N)n1)C(=O)Nc1ccccc1-c1ccccc1 (configuration not stated),1,4,x,-5,-4,x,8.9,x
Cc1ccccc1-c1cc2nc(C)c(Cl)c(=O)n2[nH]1,-40,x,3,-3,-1,4,0.1,7
Cc1c(N)cccc1Cl,-15,4,13,-2,x,-3,x,0
C[C@@H]1CN([C@H](C)CO)C(=O)c2cccc(NS(=O)(=O)c3cn(C)cn3)c2O[C@@H]1CN(C)Cc1ccc2c(c1)OCO2,6,0,-28,44,2,2,-1.1,6
O=C(O)c1c2c(nc3ccccc13)/C(=C/c1ccccc1[N+](=O)[O-])CCC2,-14,-5,39,-3,-3,-1,0.2,-2
COc1cc(C2/C(=C(\O)c3ccc4c(c3)OCCO4)C(=O)C(=O)N2Cc2ccco2)cc(OC)c1OC (configuration not stated),2,1,0,-3,-5,0,0.4,x
